Peg3 prom inh: Peg3 promoter activity inhibition. HeLa PEG-Prom luciferase reporter, luminescence, overnight. inhibition, % at 20 µM. 1.7% of 360,000 active. AID 588405;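 active = inhibition of at least 50% at 20 µM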
TROY NFkB inh: inhibitors of TROY-dependent NF-kB signaling. inhibition, % at 10 µM. Q293 LMP1-TROYcd NF-kB luciferase reporter, 4 h. 0.98% of 360,000 active;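 active = compounds whose plate-normalised and pattern-corrected inhibition of the luciferase reporter signal at the single screening dose is 50% or more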
Shn3 inh set2: inhibitors of Schnurri-3 3'UTR reporter in osteoblasts | Clone20 osteoblast Shn3 3'UTR firefly luciferase, 24 h | inhibition, % at 12.5 µM | 0.52% of 360,000 active | AID 588674;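 active = mean inhibition of at least 75% with every replicate also reaching 75%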;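 also: 0% = median of neutral control wells and 100% = pilot-screen positive control compound; some compounds past the cut are filed as inactive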
TRAIL sens C8: sensitizes caspase-8 expressing cells to TRAIL. NB7+C8 cells + TRAIL, ATPlite viability luminescence. inhibition (viability loss, TRAIL sensitization), % at 10 µM. 1% of 360,000 active. AID 624354;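 active = compounds causing at least 50% loss of cell viability in the single-dose screen, relative to plate controls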
CF NFkB inh: cystic fibrosis NF-kB activation inhibition; KKLEB NF-kB-GFP reporter, PAF-induced, GFP fluorescence overnight; 0.86% of 360,000 active; inhibition, % at 5 µM;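 active = at least 50% inhibition at 5 µM, scaled per plate between neutral and stimulator controls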;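 also: PAF is a Pseudomonas aeruginosa culture filtrate used as stimulus; plate controls were PAF-stimulated DMSO wells for no effect and unstimulated DMSO wells for full effect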
TWEAK-Fn14 inh: blocks TWEAK-Fn14 interaction in a reporter cell assay; TWEAK-stimulated Fn14 reporter cells, luciferase luminescence, 8 h; inhibition, % at 10 µM; 2% of 360,000 active; AID 1159606; in the data active = inhibition above about 50%
NR2E3 ag-1: agonists of human nuclear receptor NR2E3. GST-NR2E3/biotin-RetCOR TR-FRET, 1536-well. 0.12% of 320,000 active. Q9Y5X4. AID 2300. inhibition of corepressor binding, % at 4.78 µM;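 active = percent inhibition above the cutoff of mean plus 3 SD of all tested compounds, set per screening campaign, cut at about 20% in these data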;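 also: 0% = DMSO wells and 100% = biotin wells as full block of FRET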
Target sequence (Q9Y5X4 whole entry, looked up): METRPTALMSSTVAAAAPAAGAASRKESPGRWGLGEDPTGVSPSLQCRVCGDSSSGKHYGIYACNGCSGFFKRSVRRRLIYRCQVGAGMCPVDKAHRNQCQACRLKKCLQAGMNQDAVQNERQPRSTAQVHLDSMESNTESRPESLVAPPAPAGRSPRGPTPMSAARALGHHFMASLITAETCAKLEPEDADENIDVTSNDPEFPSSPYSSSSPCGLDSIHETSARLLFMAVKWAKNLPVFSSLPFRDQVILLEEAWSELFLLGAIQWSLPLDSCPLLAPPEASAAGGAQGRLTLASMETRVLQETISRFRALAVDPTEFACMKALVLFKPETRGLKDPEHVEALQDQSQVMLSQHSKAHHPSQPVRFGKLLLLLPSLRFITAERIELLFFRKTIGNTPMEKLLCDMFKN
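Material – GST-tagged NR2E3 plus biotinylated RetCOR corepressor · Quantity – NR2E3 fusion 1.35 nM · Times – 5 h incubation at 4 °C · Medium – pH 7.5 Tris-based buffer · Technique – TR-FRET, Eu(K)-anti-GST donor, streptavidin-D2 acceptor, ex 340, em 617/671 nm · Benchmarks – high control biotin, low control 0.6% DMSO · Format – 1536-well plates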
TRPM1 prom inh: MITF TRPM1 promoter inhibition in SK-MEL-5 cells; SK-MEL-5 TRPM1 promoter luciferase, 24 h; 0.83% of 330,000 active; inhibition, % at 12.5 µM;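 active = mean inhibition across replicates of 60% or more, whatever share of single replicates reaches that level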; also: values of inactives mirror those of a sister screen read the other way
NR2E3 ag-2: agonists of human NR2E3 nuclear receptor; CHO-S Gal4-NCOR/VP16-NR2E3 two-hybrid, luciferase; 0.35% of 360,000 active; Q9Y5X4; inhibition of corepressor binding, % at 3.98 µM; AID 602229;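 active = inhibition above the mean of all tested compounds plus 3 SD, cut at about 70% in these data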;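 also: 0% = DMSO with NR2E3 transfected cells and 100% = cells lacking NR2E3 construct; higher means lower luciferase signal from less NR2E3 corepressor binding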
HIF-2a inh: HIF-2a inhibition. inhibition, % at 18.8 µM. 0.72% of 360,000 active. 786-0 RCC cells HIF-2a reporter, luciferase luminescence, overnight;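 active = inhibition of the luminescence signal of 40% or more relative to plate controls, in a single-dose primary screen at 18.75 µM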
KKLEB tox: counter-screen for CF NF-kB inhibitors: cytotoxicity. activity change (cytotoxicity), % at 5 µM. KKLEB CF airway cells viability, ATPlite luminescence, overnight; active compounds read low; cells stimulated with P. aeruginosa culture filtrate. 0.36% of 360,000 active;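 active = corrected activity change at or below -50% at 5 µM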
* hit, by the source's call; x = no result given.

SMILES	Peg3 prom inh	TROY NFkB inh	Shn3 inh set2	TRAIL sens C8	CF NFkB inh	TWEAK-Fn14 inh	NR2E3 ag-1	TRPM1 prom inh	NR2E3 ag-2	HIF-2a inh	KKLEB tox
Cc1cccc(N)c1-c1c(C)cccc1N	-3	19	-10	3	-9	16	-3	9	19	16	-10
O=C(COc1ccccc1)NCC(=O)Nc1cccc(S(=O)(=O)NC2=NCCC2)c1	8	-6	-14	4	-6	10	-1	5	-5	11	2
CC(C)(C)C(=O)Nc1ccc(C(=O)N/N=C/c2ccccc2OC(=O)c2ccc(Cl)cc2)cc1	8	14	33	46	-7	10	-2	13	0	6	13
CCCn1c(=O)c2[nH]cnc2n(-c2ccc(Cl)cc2)c1=O	1	-30	-5	-1	30	17	0	3	1	12	-15
O=C(COC(=O)/C=C/c1ccc(S(=O)(=O)N2CCOCC2)cc1)NC1CCCCCCC1	3	19	5	1	-25	-19	2	22	28	5	2
CCOC(=O)C1(CCOC)CCN(CC(C)Cc2ccc3c(c2)OCO3)CC1 (stereo unspecified)	-7	11	1	3	-21	-2	-1	8	11	9	0
Cc1nc(-c2ccc(S(=O)(=O)Nc3ccc(Br)cc3F)cc2)co1	-5	21	-16	-20	4	-4	3	-2	3	0	5
CCCCS(=O)(=O)/C=C\C1C2C=CC(C2)C1S(=O)(=O)CCCC (stereo unspecified)	12	x	10	-10	-9	-13	-1	-8	-6	12	0
COC(=O)c1cnc(N2CCCN(S(=O)(=O)c3ccc(C(F)(F)F)cc3)CC2)nc1C(F)(F)F	12	15	8	9	26	0	3	-9	-12	21	-5
CCN(CCNC(=O)C1CCN(Cc2nc(-c3ccc(Cl)cc3)oc2C)CC1)c1ccccc1	39	24	14	14	20	23	0	1	15	-13	-14
Cc1nc2ccccc2c(=O)n1/N=C/c1c(O)ccc2oc3c(c12)CCCC3	28	19	60	14	13	13	2	7	-23	14	-10
CCOc1ccc(C(=O)NCc2ccccc2)cc1Br	7	-3	15	-11	8	-14	2	14	-1	-17	-6
CC1=NN(c2ccccc2)C(=O)C1/C=C1\NC(=S)NC1=O (stereo unspecified)	7	-3	-15	-2	-23	-5	-11	9	-8	22	7
O=C(O)c1cccc(Cn2c(Cl)c(/C=N/NC(=O)c3cc4ccccc4cc3O)sc2=O)c1	8	-16	1	0	-3	-27	-1	-5	-22	21	-6
O=C(/C=C/c1ccccc1)CCN1CCOCC1	92*	12	31	13	7	19	x	-3	-2	-8	-7
CCC(C(=O)OCC(=O)Nc1cc(Cl)cc(Cl)c1)c1ccccc1 (stereo unspecified)	21	16	0	-8	1	2	0	-13	29	22	1
C[C@H]1COC(=O)[C@@H](Cc2ccc(F)cc2)C/C=C\C[C@H](CC(=O)N(CCO)Cc2ccccc2)C(=O)N1	1	10	6	2	4	28	x	4	13	12	-1
C=CCN(c1ccccc1)S(=O)(=O)c1cc(C(=O)NC2=NCCS2)ccc1Cl	12	1	-29	6	-28	5	-1	-18	-24	11	5
COc1ccc(N(C(C)C(=O)NC2CCCCCC2)S(C)(=O)=O)cc1 (stereo unspecified)	-5	-13	-2	4	-6	7	-5	3	-24	-1	-2
O=C(Nc1ccccc1F)c1cc(S(=O)(=O)N2CCOCC2)cs1	25	-28	7	-28	-4	-1	1	22	-17	10	14
O=C(Nc1ccc(SC(F)F)cc1)C1=CC=CN2CCS(=O)(=O)N=C12	-6	-4	-1	16	-24	-9	2	-11	-26	-31	15
O=C(C1CC(c2ccc(F)cc2)=NO1)N1CCCCC1 (stereo unspecified)	-210	-2	-74	2	3	0	4	-54	-112	-115	4
COC(=O)CN(c1ccc(OCc2ccccc2)cc1)S(C)(=O)=O	14	-2	0	3	-27	-8	-1	3	-11	-5	-2
Cn1nc(-c2ccc(C(=O)NC3CCCCC3)cc2)c2ccccc2c1=O	-7	10	22	10	3	3	4	7	10	0	-5
CCOC(=O)COc1ccc(S(=O)(=O)N2CCN(c3ccc(F)cc3)CC2)cc1	2	22	-12	5	-14	0	-1	-5	-4	43*	2
CC(=O)Nc1ccc(S(=O)(=O)NC(C(=O)O)C2=CCC=CC2)cc1 (stereo unspecified)	23	-8	-3	-4	19	9	6	4	-3	7	-2
CCCn1c(N)c(C(=O)CSc2nncs2)c(=O)[nH]c1=O	10	-14	0	-9	11	6	3	-1	-5	0	1
OC1(c2ccc(Cl)c(Cl)c2)C[n+]2ccccc2N1Cc1ccccc1 (stereo unspecified)	95*	2	45	11	26	-8	-1	-3	4	-13	-5
COCCNC(=O)C1(C)CCCN(C(=O)c2ccccc2OC)C1 (stereo unspecified)	7	-9	-7	10	-35	-24	x	x	18	13	4
COc1ccc(O)c(C(=O)CC(=O)c2ccccc2C)c1	-162	-13	-5	14	5	18	3	-50	-130	-183	16
O=S(=O)(Nc1cccc(-n2cnnn2)c1)c1ccccc1	9	1	7	19	-17	4	0	13	-14	6	16
CC[C@H](C)[C@H](NC(=O)OCc1ccccc1)C(=O)Nc1ccc(NC(C)=O)cc1	8	-11	-5	9	-6	-16	0	-7	-21	8	5
CCOC(=O)C1=NNC(C(=O)OCC)C1c1ccccc1 (stereo unspecified)	1	-2	10	-9	8	-12	x	-2	-2	0	-2
CCn1c(CNC(=O)c2ccc3c(c2)OCO3)nnc1SCC(=O)Nc1cc(C)ccc1OC	14	-15	19	-5	8	-1	2	2	-17	16	4
C=CCNC(=S)NNC(=O)c1ccc(OCCCC)cc1	-6	-34	-8	-14	0	2	-2	6	12	-53	4
Cc1ccc(-n2ncc3c(SCc4cccnc4)ncnc32)c(C)c1	-64	-16	78	15	17	4	x	-2	54	-139	0
CCOCCn1c(=NC(=O)c2cc3ccccc3oc2=O)sc2cc(S(N)(=O)=O)ccc21	1	-17	9	-4	6	-20	0	8	7	16	3
COC(=O)[C@H]1C[C@@]2(O)CN(S(=O)(=O)c3ccc(C)cc3)C[C@@]2(OC(=O)NCc2ccccc2F)C[C@H]1C(=O)OC	-4	-5	12	-10	3	-11	x	x	-18	8	4
COCCNC(=S)Nc1ccc2nc(N3CCN(C)CC3)cc(C)c2c1	0	-23	7	1	-11	-22	6	-43	16	-7	1
Cn1nc([N+](=O)[O-])nc1N1CCOCC1	4	-4	7	-10	-8	-20	-1	5	13	13	8
COc1cccc(NC(=O)c2ccc[n+](C)c2)c1	4	4	-5	-11	22	-13	-4	2	-3	-5	-3
COC(=O)c1cc(NC(=O)CN(c2ccccc2OC)S(=O)(=O)c2ccccc2)ccc1Cl	5	14	22	-8	-2	53*	-2	11	-5	27	-4
Cc1cc(NC(=O)c2ccc(C#N)cc2)on1	-38	5	-62	1	-4	-3	3	-33	-16	-41	7
Cc1cc(C)c2[nH]c(O)c(N=NC(=S)NCC3CCCO3)c2c1 (stereo unspecified)	17	-3	-13	-9	7	9	-1	19	-12	10	-3
CCOC(=O)CNc1nc(Cl)nc(Nc2ccccc2)n1	-146	-18	-14	0	3	-11	1	-69	-9	-64	16
CCCN=C1N(C)C[C@@H]2[C@@H]3C(=O)N(C)C(=O)[C@@H]3[C@](C)(C(=O)OC)N12	-9	8	1	-18	-6	13	x	1	-8	10	6
Cc1nccn1CC(O)COc1ccc([N+](=O)[O-])cc1 (stereo unspecified)	-3	-6	-5	8	-19	9	4	8	-26	9	0
O=C(O)c1ccc(NC(=O)c2cc3ccccc3o2)cc1	-79	-23	-39	35	7	-28	5	-23	-55	-87	-25
Cc1ccc(S(=O)(=O)N(C)CCCC(=O)n2nc(C)cc2C)cc1	6	-3	9	-14	-9	1	2	4	-27	-2	6
O=C(CNC(=S)N(CCCN1CCOCC1)Cc1cccs1)NCc1ccccc1Cl	-1	3	10	-21	-5	7	-1	0	11	3	-5
CCOc1ccccc1N1CCN(C(=O)c2ccc3[nH]c4c(c3c2)CCCC4)CC1	33	4	3	-12	-1	11	-3	11	14	13	-1

Screening results: PubChem, several laboratories

These rows are one share of the data. The share of hits here may be higher or lower than overall.
